Source: PubChem BioAssay (National Center for Advancing Translational Sciences (NCATS))
MmCpn inh – M. maripaludis TRiC chaperonin inhibition; purified Mm-Cpn ATPase, ADP Transcreener TR-FRET; Potency, µM (titrated, usually from 76.9 µM), without a hit: at the highest dose activity, negative = inhibition, hits mostly inhibitors; 0.031% of 330,000 active; AID 504842; further: potency means the concentration at half of the fitted maximal effect; on the % scale 0 is the no-effect control and ±100 the full control effect; nearly all actives have a fitted effect of over 80% in size
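ATPase read-out: TR-FRET ADP immunoassay (anti-ADP Eu cryptate vs ADP-d2), ex 320 nm, em 590/665 nm; signal drops as ADP forms. Enzyme 25 nM, ATP 10 uM, 30 min at 37°C after 10 min compound preincubation.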
CCT modulator – cytosolic chaperonin activity modulation; purified chaperonin ATPase assay, HTRF ADP detection, 30 min; activity change, % (concentration not given with the values), hits read low; 0.3% of 360,000 active; AID 651819; in the data active means activity change below about -30%; further: on the % scale 0 is the no-effect control and ±100 the full control effect
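ATPase activity: ADP formed was measured by HTRF Transcreener (665/615 nm ratio) after 30 min at 37 deg C with 10 uM ATP. Compounds screened at one 76 uM concentration against 40 or 20 nM TRiC in Tris pH 7.4/KCl/MgCl2/DTT buffer.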
EPAC2 antag – antagonists of human EPAC2; 0.18% of 360,000 active; EPAC2 GEF exchange of Rap1B-BODIPY-GDP, fluorescence; Potency, µM (top dose mostly 114 µM), for inactives: at the top dose activity, negative = inhibition, most hits filed as inhibitors; Q8WZA2; further: potency means the concentration at half of the fitted maximal effect; on the % scale 0 is the no-effect control and ±100 the full control effect; nearly all actives have a fitted effect of over 45% in size; many of its hits are not listed in these tables
Target sequence (Q8WZA2 whole entry, looked up): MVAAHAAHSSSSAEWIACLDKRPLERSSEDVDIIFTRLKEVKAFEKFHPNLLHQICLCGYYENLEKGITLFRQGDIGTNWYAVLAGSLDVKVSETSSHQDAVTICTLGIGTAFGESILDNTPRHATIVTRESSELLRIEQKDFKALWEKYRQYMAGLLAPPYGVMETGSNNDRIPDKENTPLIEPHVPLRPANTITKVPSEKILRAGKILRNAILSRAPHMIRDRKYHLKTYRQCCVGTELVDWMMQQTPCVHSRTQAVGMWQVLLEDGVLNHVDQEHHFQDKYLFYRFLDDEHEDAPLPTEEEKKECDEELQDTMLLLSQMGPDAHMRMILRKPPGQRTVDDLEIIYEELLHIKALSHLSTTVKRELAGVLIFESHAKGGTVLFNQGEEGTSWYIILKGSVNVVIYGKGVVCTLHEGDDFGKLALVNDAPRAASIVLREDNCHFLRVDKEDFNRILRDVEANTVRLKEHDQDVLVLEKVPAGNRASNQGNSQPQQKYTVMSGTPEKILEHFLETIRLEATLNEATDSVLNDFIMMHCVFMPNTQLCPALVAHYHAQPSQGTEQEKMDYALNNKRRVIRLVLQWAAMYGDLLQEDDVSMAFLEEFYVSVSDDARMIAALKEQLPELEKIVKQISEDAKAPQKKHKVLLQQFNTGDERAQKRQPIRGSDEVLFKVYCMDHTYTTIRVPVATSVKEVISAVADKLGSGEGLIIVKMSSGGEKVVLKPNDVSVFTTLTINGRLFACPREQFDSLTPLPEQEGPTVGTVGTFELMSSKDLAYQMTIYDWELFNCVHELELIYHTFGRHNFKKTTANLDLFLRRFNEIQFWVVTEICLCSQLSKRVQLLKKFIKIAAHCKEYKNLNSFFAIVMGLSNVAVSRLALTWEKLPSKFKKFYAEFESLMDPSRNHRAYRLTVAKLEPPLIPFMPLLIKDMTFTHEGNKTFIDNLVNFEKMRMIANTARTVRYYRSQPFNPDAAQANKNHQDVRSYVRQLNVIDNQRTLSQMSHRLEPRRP
EPAC2 ag – activates human EPAC2 exchange factor | EPAC2 activation, biochemical qHTS; response scale: 100% = 6.5 mM cAMP response | Potency, µM (titrated, usually from 154 µM), without a hit: top-dose activation, most hits filed as activators | 0.079% of 360,000 active | AID 720711; further: potency means the concentration at half of the fitted maximal effect; nearly all actives have a fitted effect of over 50% in size
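Guanine nucleotide exchange by EPAC2 is measured as reduced fluorescence of BODIPY-GDP once it is released from 250 nM Rap1B. Plates are read kinetically for 30 min at room temperature; results are scaled to 6.5 mM cAMP.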
Nrf2 block – blocks Nrf2 signaling. A549 ARE-Fluc reporter, luciferase luminescence, 18-24 h. Potency, µM (titrated, usually from 46 µM), inactives show at the top dose activity change, negative = inhibition, hits mostly inhibitors. 2.1% of 360,000 active. AID 504444; further: potency means the concentration at half of the fitted maximal effect; on the % scale 0 is the no-effect control and ±100 the full control effect; nearly all actives have a fitted effect of over 60% in size
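Reporter: ARE-Fluc in A549. Exposure: 18-24 h, 37 °C, 5% CO2, 5% FBS OPTI-MEM. Readouts: fluorescent cytotoxicity (CellTiter-Fluor), then luminescent Nrf2 signal after BugLite.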
TGFb inhibitor – inhibitors of TGF-b signaling | 1.2% of 410,000 active | HepG2 CAGA-GFP TGF-b/SMAD3 reporter, GFP fluorescence, 18 h; TGF-beta stimulated, 500 pg/mL final | Potency, µM (titrated, usually from 46.1 µM), for the others: top-dose activity, negative = inhibition, actives largely listed as inhibitors; further: potency means the concentration at half of the fitted maximal effect; on the % scale 0 is the no-effect control and ±100 the full control effect; nearly all actives have a fitted effect of over 65% in size
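Cell-based qHTS in HEPG2 carrying a CAGA-GFP Smad reporter; compounds added before 500 pg/mL final TGF-beta, 18 h incubation at 37 degrees C, GFP fluorescence quantified per cell by imaging cytometry.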
Akt phos inh – blocks phosphorylation of Akt. 0.32% of 360,000 active. AID 651550. activity change, % for hits at 50 µM. Neuro2A IGF-stimulated pAkt S473 HTRF, 20 min; hits give low values; in the data active means activity change below about -80%; inconclusive means mostly about -51% to -80%; further: on the % scale 0 is the no-effect control and ±100 the full control effect
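Neuro2A cells (4,500/well, DMEM with 0.5% FBS) were treated with compound at a single 50 µM final concentration, stimulated with 6 nM IGF for 20 min at 37 °C, and lysed. Phospho-Akt Ser473 was read by HTRF as 665/615 ratio ×10^4.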
A549 tox – counter-screen for Nrf2 inhibitors: cytotoxicity in A549 cells; A549 ARE-Fluc cells, CellTiter-Fluor viability, 18-24 h; Potency, µM (titrated, usually from 46 µM), without a hit: top-dose activity change, negative = cytotoxicity, actives largely listed as inhibitors; 0.16% of 390,000 active; AID 504648; further: potency means the concentration at half of the fitted maximal effect; on the % scale 0 is the no-effect control and ±100 the full control effect
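Cytotoxicity counterscreen: CellTiter-Fluor fluorescence was measured in A549 ARE_Fluc cells after 18-24 h of compound exposure in a concentration series. The subsequent BugLite luminescent read reports ARE-luciferase activity.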
Nrf2 activator – activators of Nrf2 (ARE) signaling; AREc32 ARE-luciferase reporter (MCF7-derived line), luminescence, 24 h; AID 624171; Potency, µM (titrated, usually from 46.1 µM), for the others: at the top dose activation, actives largely listed as activators; 0.31% of 410,000 active; further: potency means the concentration at half of the fitted maximal effect; % of control where 0% means no effect; nearly all actives have a fitted effect of over 65% in size
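AREc32 cells carrying an ARE-driven firefly luciferase, 1000 cells/well in OPTI-MEM with 5% FBS, dosed after overnight attachment and incubated 24 hr at 37 deg C. Steady-Glo luminescence read after 30 min at RT.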
* hit, by the source's call; i = inactive; ? = inconclusive; nt = no result given; & = joins results of further samples; [ ] = remark or other dose. Unless noted, the call rests on the fitted dose curve; in most records, active means well fitted curve in the direction sought with a large enough effect; inconclusive means small, poorly fitted or top-dose-only effect, or another doubt; inactive means no such curve, though single readings can be large; an effect the other way counts as inactive or inconclusive.

SMILES	MmCpn inh	CCT modulator	EPAC2 antag	EPAC2 ag	Nrf2 block	TGFb inhibitor	Akt phos inh	A549 tox	Nrf2 activator
CN(C)C(=O)CCc1ccc2c3c([nH]c2c1)[C@]1(CCC2CCCC2)[C@@H](C(=O)N2CCOCC2)C[C@H](CC(=O)NCc2ccco2)C(=O)N1CC3	0%	0.5	1%	5%	0%	-27%	i	-4%	3.9%
C#CCN(CC=C)C(=O)c1ccc(OC2CCN(S(=O)(=O)N(C)C)CC2)cc1	-2%	-0.5	-7%	-4%	0%	?	i	-6%	5.7%
Cc1nnc(NC(=O)C2CCCCC2)s1	1%	-1.6	11%	6%	-3%	5%	i	1%	2.2%
O=C(O)c1ccc(N/N=C/c2cc3ccccc3nc2Cl)cc1	-11%	-0.2	-29%	9%	-3%	8%	i	-3%	5.4%
Cc1ccc(NC(=O)COC(=O)c2ccnn2C)cc1	0%	-3.5	-1%	8%	1%	0%	i	-3%	2.3%
O=C(NCCc1ccccc1)C1CCN(C(=O)N2CCOc3ccccc32)CC1	0%	-4.1	-3%	21%	1%	-13%	i	10%	2.0%
COc1ccc(N(CC(=O)NCc2ccccc2)C(=O)Cn2nnc(-c3ccccc3F)n2)cc1OC	2%	-0.7	-9%	7%	-1%	-1%	i	-4%	-0.2%
CC1C(=O)Nc2ccc(S(=O)(=O)N3CCN(c4cccc(C(F)(F)F)c4)CC3)cc2NC1=O (stereo not given)	1%	-2.0	3%	-2%	8.2µM*	-21%	i	?	0.4%
Cc1cccc(C)c1OC(=O)Cc1ccccc1[N+](=O)[O-]	0%	-2.7	-28%	11%	3%	5%	i	15%	-0.3%
Cc1ccc(Cn2cccc(NC(=O)NCc3ccccc3)c2=O)cc1	-4%	1.3	-2%	-8%	-15%	?	i	-2%	8.7%
CCCc1nn(C)c(C(=O)Nc2ccc(C)c(C)c2)c1Cl	-3%	0.7	-9%	11%	?	-3%	i	-5%	3.0%
CC(C)Nc1ccc(-n2nc3ccccc3[n+]2[O-])cc1	1%	1.0	-17%	-7%	?	11%	i	0%	-1.7%
C[C@@H]1COC(=O)[C@H](CC(=O)OC(C)(C)C)C/C=C\C[C@H](CC(=O)N(CCO)Cc2ccccc2)C(=O)N1	1%	-20	5%	9%	-12%	3%	i	5%	2.4%
CC1CCCN(c2ccc(C(=O)OCn3nnc4ccccc4c3=O)cc2[N+](=O)[O-])C1 (stereo not given)	2%	-0.4	-5%	2%	-21%	0%	i	-5%	0.3%
Cc1cccc(C(=O)O/N=C(\N)c2ccccn2)c1	1%	-4.0	-1%	-1%	?	?	i	-4%	?
CCC(=O)c1ccc(OCC(=O)N(Cc2nnc(-c3ccccc3Cl)o2)C2CC2)cc1	-3%	-2.0	-3%	11%	2%	-13%	i	-7%	2.2%
CC(C)(c1ccccc1)c1ccc(OCCN2CCCC2)cc1	-1%	0.4	2%	3%	5%	4%	i	2%	0.3%
COc1ccc(C(=O)OCC(=O)c2ccc3[nH]c(=O)[nH]c3c2)c(OC)c1OC	-4%	0.7	-17%	-4%	-14%	8%	i	1%	-0.6%
CNC(=O)c1cc2c(ccc3ccccc32)o1	3%	0.8	-10%	4%	?	-25%	i	10%	17%
Cc1c(S(=O)(=O)N2CCCC(C)C2)c(=O)n(C)c(=O)n1C (stereo not given)	-2%	-1.3	7%	2%	2%	7%	i	0%	-0.1%
Cc1ccccc1-c1cc(C(=O)NCc2cccs2)n(CC2CC(c3cccnc3)=NO2)n1 (stereo not given)	2%	-0.4	-4%	18%	21µM*	-12%	i	-11%	-0.2%
COc1ccc(/C(C)=N/NC(=O)CNC(=O)/C=C\c2ccccc2OC)c(OC)c1	0%	-2.4	-1%	13%	14%	?	nt	-9%	0.0%
CCOC(=O)C1CCN(S(=O)(=O)c2ccc(Br)c(OCC)c2)CC1	1%	-1.9	-2%	23%	nt	-7%	i	11%	0.3%
O=C(NCc1cc(C(F)(F)F)ccc1Cl)c1cccc2c1C(=O)c1ccc(N3CCOCC3)cc1S2(=O)=O	1%	-4.1	6%	-9%	?	15%	i	-8%	-1.2%
COc1ccc(/C=N/NC(=O)CNC(=O)c2ccncc2)cc1	-3%	-1.0	-4%	-1%	8%	2%	i	2%	0.3%
Cc1ccccc1NC(=O)Nc1csc2c1CCCC2	nt	nt	nt	nt	-8%	?	nt	-16%	6.9%
O=C(N/C(=C\c1ccc([N+](=O)[O-])cc1)C(=O)N1CCOCC1)c1cccc(Br)c1	-3%	-3.8	-2%	8%	1%	1%	i	-6%	0.5%
O=C(CSCC(=O)N1CCOCC1)Nc1ccccc1	0%	2.6	15%	-2%	nt	0%	i	7%	-0.5%
NC(=S)NN=C1c2ccccc2-c2cc(Br)ccc21	nt	-2.6	5%	0%	-27%	2.8µM*	i	0%	6.0%
COc1ccc(CCCc2n[nH]c(=S)o2)cc1C	0%	0.0	0%	-5%	6%	10%	i	4%	0.8%
CCn1c(SCC(=O)Nc2nc3ccc(OC)cc3s2)nc2c1c(=O)n(C)c(=O)n2C	0%	-6.3	2%	10%	nt	-16%	nt	3%	0.6%
O=C(c1ccc(Cl)c(S(=O)(=O)NCc2cccnc2)c1)N1CCCC1	1%	1.4	10%	12%	-5%	0%	i	16%	0.1%
CCSc1nc(C)c(CC)c(C)c1C(N)=O	1%	0.4	-3%	-1%	nt	-3%	i	0%	0.1%
COc1ccc(NC(=S)c2ccccc2)cc1	1%	-0.6	-1%	-4%	18%	4%	i	0%	0.9%
O=C(NCCc1ccc(Cl)cc1)C1CCCN1C(=O)Nc1ccccc1 (stereo not given)	-5%	-8.8	3%	-4%	3%	10%	i	1%	0.5%
Cc1ccccc1C(=O)NCC(=O)OC1CCCCC1=O (stereo not given)	-1%	-0.7	-6%	7%	-6%	4%	i	1%	0.3%
Oc1c(Cl)cc(Cl)c2c1NCCC2	-5%	-4.1	-1%	0%	2%	14µM*	i	7%	22%
CCCCNC(=O)NNc1nc(Cl)cc(C)c1C#N	2%	0.1	-8%	-2%	?	-1%	i	-5%	0.4%
O=C(NC(NC(=S)Nc1ccccc1C(=O)O)C(Cl)(Cl)Cl)c1ccccc1 (stereo not given)	2%	1.6	8%	2%	-1%	13%	i	-1%	0.6%
COc1cc(NC(=O)Cn2nc(Cc3cccnc3)c3ccccc3c2=O)cc(OC)c1OC	-1%	-4.3	0%	21%	-1%&-11%	-3%&-15%	i	6%&-1%	-1.1%&5.0%
COc1ccccc1N(CC(=O)NCc1ccco1)C(=O)CCC(=O)Nc1ccccn1	3%	1.9	10%	5%	3%	9%	i	0%	-0.3%
CN1CCN(C(=S)C(=O)NCc2ccccc2)CC1	2%	-4.4	-1%	9%	5%	2%	i	6%	-0.4%
CC1(C)Cn2c(nnc2-c2ccccc2)S1	0%	-1.8	0%	14%	-4%	-21%	nt	-3%	0.4%
COc1cccc(NC(=O)C(C)OC(=O)c2n[nH]c3ccccc23)c1 (stereo not given)	3%	-0.4	-14%	6%	0%	0%	i	0%	4.2%
Cc1cccc(C)c1OC(=O)c1ccccc1	nt	-1.7	50µM*	7%	0%	-7%	i	0%	0.0%
O=C(CSc1nc2ccccc2c(=O)n1Cc1ccco1)c1ccccc1	-2%	-1.2	14%	15%	18µM*	-3%	i	14%[1.84 µM]	5.5%
O=C(c1cc2cc(F)ccc2[nH]1)N1CCCC(Nc2ccc(F)cc2)C1 (stereo not given)	-1%	2.4	-4%	7%	?	1%	i	-1%	4.8%
COc1ccc(CCNC(=O)CN2C(=O)NC3(CCCCC3C)C2=O)cc1 (stereo not given)	0%	-1.1	2%	-3%	4%	19%	i	-2%	5.1%
O=C(O)CC1SC(=O)N(Cc2ccccc2)C1=O (stereo not given)	1%	-3.4	-1%	5%	6%	20%	i	-2%	-0.3%
O=C(Cc1ccccc1)NCC(=O)N1CCCC1	-1%	-1.2	5%	3%	8%	-10%	i	1%	-0.2%
CCc1ccccc1N1C(=O)CN(S(=O)(=O)CC)CC1(C)C(=O)NC1CCCCC1 (stereo not given)	nt	nt	nt	nt	?	-5%	nt	15%	-0.6%
CC1=C(C(=O)Nc2ccccc2C(=O)NC2CCCCC2C)SCCO1 (stereo not given)	-2%	-1.7	1%	18%	-11%	-21%	i	-1%	1.0%
CCc1nc2scc(-c3ccccc3)c2c(=O)n1N	2%	-0.9	-5%	3%	3%	1%	i	17%	-1.1%
CCOc1ccc(CCN2C(=O)C(=O)N([C@@H](CC(C)C)CN3CCC[C@H]3CN3C(=O)C(=O)NC[C@@H]3Cc3ccccc3)C[C@@H]2Cc2ccccc2)cc1	nt	-1.6	7%	-6%	nt	nt	i	nt	-3.2%
Cc1ccc(NC(=O)COC(=O)c2ccc([N+](=O)[O-])o2)cc1S(=O)(=O)N1CCCCC1	-1%	-1.4	21%	0%	5%	?	i	-6%	2.9%

One compound at a time (already shown). Order of screens: MmCpn inh | CCT modulator | EPAC2 antag | EPAC2 ag | Nrf2 block | TGFb inhibitor | Akt phos inh | A549 tox | Nrf2 activator
Cc1ccccc1NC(=O)Nc1csc2c1CCCC2 in the list: nt | nt | nt | nt | -8% | ? | nt | -16% | 6.9%
Cc1ccccc1C(=O)NCC(=O)OC1CCCCC1=O (stereo not given) in the list: -1% | -0.7 | -6% | 7% | -6% | 4% | i | 1% | 0.3%
O=C(CSCC(=O)N1CCOCC1)Nc1ccccc1 in the list: 0% | 2.6 | 15% | -2% | nt | 0% | i | 7% | -0.5%

An excerpt; the hit share may differ from the screen's.
